Screens from PubChem.
TRPC4 block: inhibitors of mouse TRPC4 channel; Q9QUQ5; HEK293 TRPC4beta/mu-opioid, DAMGO-evoked Fluo4 calcium flux; stronger effect = lower value; B-score at 10 µM; 300,000 compounds, 0.39% hits;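 active = B-score over 3 SD under the library average, no early fluorescence shift, positive overall ratio signal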
Target sequence (Q9QUQ5 whole entry, looked up): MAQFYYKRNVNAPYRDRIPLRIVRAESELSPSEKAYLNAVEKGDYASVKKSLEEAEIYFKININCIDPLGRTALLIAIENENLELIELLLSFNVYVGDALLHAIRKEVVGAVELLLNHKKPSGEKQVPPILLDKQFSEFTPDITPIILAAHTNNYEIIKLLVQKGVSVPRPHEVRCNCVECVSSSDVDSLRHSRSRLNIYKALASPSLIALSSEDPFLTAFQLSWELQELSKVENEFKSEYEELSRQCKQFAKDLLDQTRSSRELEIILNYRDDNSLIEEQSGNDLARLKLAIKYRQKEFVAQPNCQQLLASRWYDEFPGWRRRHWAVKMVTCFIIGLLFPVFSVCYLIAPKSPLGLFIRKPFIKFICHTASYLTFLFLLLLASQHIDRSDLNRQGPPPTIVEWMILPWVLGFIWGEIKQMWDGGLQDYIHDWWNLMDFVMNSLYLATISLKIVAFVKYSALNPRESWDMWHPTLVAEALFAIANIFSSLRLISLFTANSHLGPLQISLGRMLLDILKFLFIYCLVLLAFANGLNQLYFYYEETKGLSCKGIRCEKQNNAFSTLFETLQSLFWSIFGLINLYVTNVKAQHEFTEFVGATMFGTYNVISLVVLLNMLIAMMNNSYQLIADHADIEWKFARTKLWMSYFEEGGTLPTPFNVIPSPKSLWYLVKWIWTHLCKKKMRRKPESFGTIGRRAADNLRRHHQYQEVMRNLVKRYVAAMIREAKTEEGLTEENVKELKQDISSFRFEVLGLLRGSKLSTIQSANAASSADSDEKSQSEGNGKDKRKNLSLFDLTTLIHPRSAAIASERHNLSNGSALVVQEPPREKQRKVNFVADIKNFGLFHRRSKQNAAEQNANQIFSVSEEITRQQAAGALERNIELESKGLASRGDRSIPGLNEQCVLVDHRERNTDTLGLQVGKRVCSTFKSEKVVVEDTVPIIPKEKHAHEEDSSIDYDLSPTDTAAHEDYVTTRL
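Test system – stable TRPC4beta/mu-opioid receptor HEK293 cells · Probe or stimulus – DAMGO, a submaximal dose followed by a maximal one · Dosing – one concentration per compound · Signal – Fluo4 calcium fluorescence by kinetic imaging, 5 s 1 Hz baseline · Evaluation – per-well B score of integrated baseline-normalized Fluo4 ratio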
MrgX1 antagonist: antagonists of human MrgX1 receptor; B-score at 10 µM; Q96LB2; 310,000 compounds, 1.3% hits; MRGX1-HEK293 calcium flux, Fluo-4, BAM8-22 antagonism; stronger effect = lower value;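 active = calcium-response B-score plate-corrected more than 3 library SD below zero, starting fluorescence within 5 deviations, no agonist response on first addition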;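 note: peak minus trough fluorescence over baseline after final BAM8-22 challenge near maximal dose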
TRPC4 PAM: TRPC4 (mouse) allosteric potentiation. Q9QUQ5. HEK293 TRPC4beta/mu-opioid, DAMGO EC20, Fluo-4 Ca2+ flux; stronger effect = higher value. B-score at 10 µM. 310,000 compounds, 0.42% hits;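 active = B-score of calcium response area above 5 SD of library B-scores, with initial fluorescence ratio within 5 SD of library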;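 note: B-score of integrated fluorescence ratio over time as area under calcium response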
TRPC6 inhibitor: inhibitors of mouse TRPC6 channel | HEK293-TRPC6, membrane potential dye, ACh-evoked depolarization; stronger effect = lower value | 310,000 compounds, 1.1% hits | B-score at 10 µM | Q61143;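 active = B-score under library mean minus 3 SD, initial fluorescence not abnormally high, positive integrated signal ratio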;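 note: B-score derived from integrated fluorescence ratio over the kinetic read; more negative B-score means stronger inhibition of depolarization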
aSyn 5UTR inh: MLPCN primary screen, SNCA 5' untranslated region; AID 1813; inhibition, % (tested at 7.5 µM); alpha-synuclein 5'UTR reporter, inhibitor activity; 300,000 compounds, 0.82% hits; in the data active = inhibition above about 60%;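 note: H4 neuroglioblastoma cells stably carrying SNCA 5'UTR luciferase fusion; 0% = DMSO wells and 100% = positive control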
IEC-6 cytotox: kills IEC-6 intestinal cells in KLF5 counter-screen | IEC-6 cytotoxicity, luminescence viability | inhibition, % at 5 µM | 290,000 compounds, 0.78% hits; in the data active = inhibition above about 22%;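 note: 0% = plate median of test compound wells and 100% = cytotoxic reference compound wells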
HIF activator: HIF pathway transcriptional activation; U2OS HRE-luciferase reporter, luminescence; normalized: DMSO 0%, desferrioxamine 100%; activation, % at 7.5 µM (by protocol); 300,000 compounds, 0.32% hits; AID 1910;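 active = mean activation of at least 10% of the iron chelator positive control signal, with at least half of replicates also reaching 10%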
SKKanGAS inh: blocks kanamycin growth of S. pyogenes SKKanGAS strain; BacTiter-Glo, 6 h; inhibition, % at 7.5 µM; 300,000 compounds, 1.3% hits;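 active = mean replicate score, as percent of positive control median, at least 50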;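 note: strain carries kanamycin resistance gene driven by streptokinase promoter and grows in 40 µg/ml kanamycin; loss of luminescence reflects streptokinase promoter inhibition or plain growth inhibition; 0% = median of DMSO wells and 100% = positive control at its reference dose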
TRPC6 act: activates the mouse TRPC6 cation channel; HEK293-TRPC6 membrane potential dye fluorescence; stronger effect = higher value; 310,000 compounds, 0.13% hits; B-score at 10 µM; Q61143;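 active = B-score of the integrated fluorescence ratio above library mean plus 3 SD, and starting fluorescence ratio within library mean plus 5 SD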;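 note: higher score means more depolarization so channel activation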
KLF5 inhibitor: suppresses KLF5 promoter-driven expression; DLD-1 KLF5 promoter-luciferase reporter, luminescence; inhibition, % at 5 µM; 290,000 compounds, 0.23% hits;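 active = inhibition above a per-plate limit of that plate's mean compound inhibition plus 3 SD, cut at about 60% in these data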;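 note: 0% = DMSO wells and 100% = LY294002 at 200 µM; higher means less KLF5 promoter-driven luciferase light; inactives centre near -14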
TRPC4 act: activators of mouse TRPC4 channel | Q9QUQ5 | HEK293 TRPC4beta/mu-opioid, Fluo4 calcium fluorescence; stronger effect = higher value | B-score at 10 µM | 310,000 compounds, 0.49% hits | AID 2237;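 active = B-score above 5 SD of library B-scores, and initial fluorescence ratio not above library mean plus 5 SD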;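 note: positive B-score marks a calcium rise read as TRPC4 activation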
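System: HEK293 cells stably co-expressing mouse TRPC4beta and mu-opioid receptor; Schedule: Fluo4 dye loading 45 min at room temperature, 110 s recording; Detection: Fluo4 fluorescence, kinetic; Evaluation: B-scored integrated calcium fluorescence ratio; Controls: buffer (low) and maximal DAMGO (high).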
Active calls of the source: *; i = inactive; . = not tested or not shown.

SMILES	TRPC4 block	MrgX1 antagonist	TRPC4 PAM	TRPC6 inhibitor	aSyn 5UTR inh	IEC-6 cytotox	HIF activator	SKKanGAS inh	TRPC6 act	KLF5 inhibitor	TRPC4 act
S=c1[nH]nc(CSc2nc3ccccc3s2)n1Cc1ccccc1	i	i	i	i	-3	-2	0.4	19	i	-7	i
Cc1cc(C)n(C(=O)c2cc(F)c(F)cc2C)n1	i	i	i	i	7	-3	-0.4	-13	i	-25	i
O=C1COc2ccc(C(=O)COC(=O)CNC(=O)c3ccco3)cc2N1	i	i	i	i	-35	-7	0.2	-9	i	-32	i
Cc1cccnc1N(C(=O)Nc1cccc(Cl)c1)C1=NCC(C)(C)S1	i	i	i	i	-66	-3	0.8	2	i	-8	i
NC(=S)Nc1cccc(O)c1	i	i	i	i	12	1	-0.9	-3	i	-46	i
CCc1ccc(N(C(=O)c2snc(C(N)=O)c2N)C(C(=O)NCC2CCCO2)c2ccco2)cc1 (stereo not drawn)	i	i	i	i	-2	-11	1.8	-14	i	-23	i
CCN(C(=O)COC(=O)/C=C/c1nc2ccccc2s1)C1CCS(=O)(=O)C1 (stereo not drawn)	i	i	i	i	-5	-4	-1.5	-8	i	-7	i
O=C(COC(=O)[C@@H]1CCCN1S(=O)(=O)c1ccccc1F)c1ccccc1	i	i	i	i	-17	1	-0.6	-4	i	-5	i
CSc1nnc(-c2sccc2OCc2ccc(C)cc2)n1C	i	i	i	i	6	-2	0.6	-8	i	-8	i
CC(NC(=O)c1ccncc1)c1ccc(Cl)cc1Cl (stereo not drawn)	i	i	i	i	4	-3	0.9	-1	i	-32	i
NC(=O)CC(NC(=O)c1ccc(Br)cc1)c1ccc(NCCc2ccc(F)cc2)c([N+](=O)[O-])c1 (stereo not drawn)	.	i	i	i	14	.	-0.3	5	i	.	i
O=C(c1ccc(S(=O)(=O)N2CCOCC2)cc1)N1CCCc2ccccc21	i	i	i	i	-10	10	0.3	-3	i	-45	i
CCN(C(=O)CSc1nncn1-c1ccccc1)C1CCS(=O)(=O)C1 (stereo not drawn)	i	i	i	i	3	.	-0.1	-7	i	.	i
Cc1onc(-c2c(Cl)cccc2Cl)c1C(=O)N1CCOCC1	i	i	i	i	-32	0	-0.2	3	i	-9	i
c1ccc(Oc2ncnc3oc(-c4ccccc4)cc23)cc1	i	i	i	i	-8	-11	-0.4	3	i	-23	i
O=C(NCCN1CCCCC1)Nc1ccc(Br)cc1	i	i	i	i	10	1	0.9	7	i	3	i
COc1cccc(OCCCN2CCCCC2)c1	i	i	i	i	2	-2	0.0	-6	i	-12	i
O=C(O)CC1(CC(=O)Nc2ccc3sccc3c2)CCCCC1	i	i	i	i	17	5	-0.1	-1	i	-6	i
CCN(CC)CCN(C)C(=O)CCc1nnc(-c2ccc(C)s2)o1	i	-6.6*	i	i	-4	7	0.4	3	i	9	i
Cc1c(N)ccc(-n2nc3ccccc3n2)c1C	i	i	i	i	-65	.	0.7	3	i	.	i
CC(C)c1ccc(NC(=O)COc2ccc(S(=O)(=O)N3CCOCC3)cc2)cc1	i	i	i	i	16	0	-1.5	-1	i	-4	i
Cc1ccc(C(=O)OCc2ccc3c(c2)OCO3)cc1S(=O)(=O)N1CCCCC1	i	i	i	i	5	2	-0.5	5	i	6	i
c1ccc(COc2ccc3nocc3c2)cc1	i	i	i	i	-104	.	4.8	7	i	.	i
Cc1ccc2c(c1)c(C)c(C)n2CC(O)CN1CCOCC1 (stereo not drawn)	i	i	i	i	-3	-8	-0.5	15	i	-24	i
O=C(COc1cc2oc(=O)c3c(c2cc1Cl)CCC3)NCC1CCC(C(=O)O)CC1 (stereo not drawn)	i	i	i	i	7	-2	-0.1	1	i	-45	i
CC1(C(=O)Oc2ccccc2)Cc2ccccc2C(=O)O1 (stereo not drawn)	i	i	i	i	-7	-4	0.1	4	i	-16	i
CCN(CC)Cc1nc2c(c(=O)[nH]1)C1(CCCC1)Cc1ccccc1-2	i	i	i	i	-3	-3	-0.7	-17	i	-41	i
CC1CN(C(=S)NC(=O)c2cccc([N+](=O)[O-])c2)CC(C)O1 (stereo not drawn)	i	i	i	i	2	-2	0.2	5	i	-13	i
CC(=O)Oc1ccc(-c2cccc(C(=O)Oc3ccccc3)c2)cc1	i	i	i	i	-12	0	0.0	19	i	-18	i
COC(=O)COc1ccc(S(=O)(=O)NCC2CCCO2)cc1Cl (stereo not drawn)	i	i	i	i	28	2	-0.2	-3	i	1	i
COc1cc(N)c(Br)cc1C(=O)O	i	i	i	i	-13	0	-0.3	-6	i	-15	i
CCOc1ccc(CCNC(=O)c2ccc(S(=O)(=O)N3CCCC3)cc2)cc1OCC	i	i	i	i	4	.	0.6	2	i	.	i
COc1ccc(-c2nc(-c3cccc(C(F)(F)F)c3)no2)cc1OC	i	i	i	i	-24	-5	0.2	-11	i	-44	i
CC1CCN(C(=O)CSc2nnc(Cn3c(=O)sc4ccccc43)n2C)CC1	i	i	i	i	-6	-4	0.0	4	i	-21	i
COC(=O)c1ccc(CSc2nnc(CNC(=O)COc3ccc(Cl)cc3)o2)o1	i	i	i	i	14	6	-0.1	-6	i	8	i
Cc1cc(C)n2cc(CSCC(=O)O)nc2n1	i	i	i	i	0	2	-0.3	5	i	1	i
Cc1nc2c(C)cccn2c(=O)c1NC(=O)c1ccc2c(c1)OCO2	i	i	i	i	-18	.	-0.2	50*	i	.	i
CCNC(=O)COC(=O)CCNC(=O)c1cccc(C)c1	i	i	i	i	-11	-3	-0.6	5	i	-2	i
COc1ccc(OC)c2nc(-c3cccnc3)ccc12	i	i	i	i	-67	4	1.7	-4	i	-76	i
COc1cccc2[nH]c3c(=O)n(CCN(C)C)cnc3c12	i	i	i	i	4	.	-0.1	10	i	.	i
S=c1[nH]nc(C2CCCCC2)n1/N=C/c1cccc(Cl)c1Cl	i	i	i	i	32	-9	0.3	59*	i	-44	i
CC1CC(C)CN(C(=S)NC2CCCCC2)C1 (stereo not drawn)	i	i	i	i	18	-2	-0.1	4	i	-2	i
CCC(=O)Nc1cc(C(F)(F)F)ccc1N1CCOCC1	i	i	i	i	3	-2	-7.5	-3	i	-34	i
CN(C)S(=O)(=O)c1cc(NC(=O)c2cc(=O)c3ccccc3o2)ccc1Cl	i	i	i	i	-66	-1	2.0	12	i	-47	i
CCS(=O)(=O)N1CCN(c2cnn(-c3ccccc3)c(=O)c2Cl)CC1	i	i	i	i	4	0	0.4	3	i	-2	i
O=C(COc1ccc(Br)cc1)Nc1ccc([N+](=O)[O-])cn1	i	i	i	i	-15	-2	0.2	0	i	-50	i
O=C(CSc1nnc2ccccn12)NNC(=O)c1ccccc1	i	i	i	i	-6	2	0.5	7	i	-16	i
CCCCCNC(=O)c1ccc2c(c1)ncn2-c1ccc(OC)cc1	i	i	i	i	-26	-2	0.2	6	i	6	i
S=c1[nH]nc(Cc2ccccc2)n1Cc1ccco1	i	i	i	-8.3*	5	-11	-1.3	3	i	9	i
Fc1cnc(Cl)nc1N1CCN(c2ccccc2)CC1	i	i	i	i	-2	2	0.5	3	i	-24	i
Cc1ccc(S(=O)(=O)Nc2ccc3c(c2)nc(CCN2CCOCC2)n3C)cc1	i	i	i	i	10	2	0.2	-3	i	3	i
COCCN(Cc1cc2c(C)cc(C)cc2nc1Cl)C(=O)c1ccccc1F	i	i	i	i	23	2	0.6	-12	i	-25	i
Cc1cc(N=Nc2c(O)c3ccccc3[nH]c2=O)ccc1N=Nc1ccc(C(=O)N(C)C)cc1	i	.	i	i	-42	0	-22	22	i	-31	i
CCOc1ccccc1C(=O)Nc1ccc(NC(=O)c2ccccc2)cc1	i	i	i	i	-12	-1	0.6	13	i	-20	i
COc1ccc(/C=C/CN2CCN(CCc3ccccc3)C(CCO)C2)cc1 (stereo not drawn)	i	i	i	i	3	-3	0.1	3	i	-1	i
Cc1ccc2nc(SCCCCOc3ccccc3)[nH]c2c1	i	i	i	i	-9	2	0.2	2	i	16	i
Cc1nccn1CC(O)Cn1c2ccccc2c2ccccc21 (stereo not drawn)	i	i	i	i	12	1	-0.1	0	i	-8	i
Cn1c2ccc(F)cc2c2nnc(NN)nc21	i	.	i	i	15	1	-0.1	9	i	-6	i
COc1ccc(C(=O)COC(=O)CCN2C(=O)C3C4CCC(C4)C3C2=O)cc1 (stereo not drawn)	i	i	i	i	-3	1	0.0	4	i	-8	i
CCc1nnc(NC(=O)/C=C/c2cccs2)s1	i	i	i	i	-160	7	1.2	-7	i	-32	i
Next records.
SMILES	TRPC4 block	MrgX1 antagonist	TRPC4 PAM	TRPC6 inhibitor	aSyn 5UTR inh	IEC-6 cytotox	HIF activator	SKKanGAS inh	TRPC6 act	KLF5 inhibitor	TRPC4 act
COc1ccc(-c2cc(C(F)(F)F)nc(SCCC(=O)N3CCOCC3)n2)cc1	i	i	i	i	15	3	-0.3	-1	i	-10	i
CC(C)OC(=O)/C(C#N)=C/c1c[nH]c2ccccc12	i	i	i	i	-80	2	1.3	-16	i	-23	i
Cc1cc(C)n2nc(S(=O)(=O)NCCc3ccccc3)nc2n1	i	i	i	i	17	-2	-0.3	0	i	-10	i
CC12CC3CC(C)(C1)CC(C(=O)NCc1ccncc1)(C3)C2	i	i	i	i	-14	-1	-1.5	1	i	-9	i
CCCc1cc(=O)oc2c(CN3CCOCC3)c(O)ccc12	i	i	i	i	5	-3	-0.2	2	i	-45	i
O=C(CCC1CCCCC1)NNC(=O)c1cnccn1	i	i	i	i	-3	2	0.0	5	i	-14	i
O=C(C1CCC(CNc2c(N3CCCCC3)c(=O)c2=O)CC1)N1CCCCC1 (stereo not drawn)	i	i	i	i	13	.	0.0	4	i	.	i
Cc1c(C(=O)N2CCCCC2)c(S(=O)(=O)N(C)Cc2ccco2)c(C)n1C	i	i	i	i	-3	-9	0.4	1	i	-2	i
COc1ccc(-c2coc3c(CN4CCCCC4C)c(O)ccc3c2=O)cc1 (stereo not drawn)	i	i	i	i	-3	6	-0.1	8	i	-24	i
C=CCN(c1ccccc1)S(=O)(=O)c1cccc2cccnc12	i	i	i	i	6	-1	-0.7	-7	i	-32	i
CCOc1ccc(NC(=O)NCc2ccco2)cc1	i	i	i	i	-28	1	0.4	5	i	-9	i
